Phagocyt inh – inhibitors of macrophage phagocytosis. actives 0.07% (n = 110,000). J774A.1 macrophage IgG-bead phagocytosis, imaging. inhibition, % at 5 µM;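 active = inhibition above the mean of the plate negative controls plus 5 SD, cut at about 13% in these data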;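 also: phagocytic index as fraction of beads internalized from green versus red external bead signal; plate controls were DMSO negative control for no effect and cytochalasin-D positive control for full effect; some results beyond the cut were filed as inactive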
E-sel TNF inh – TNF alpha driven E-selectin expression inhibition; HUVEC TNFa-induced E-selectin immunofluorescence, high content; inhibition, % at 2 µM; actives 0.71% (n = 120,000);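 active = inhibition above the batch mean plus 3 SD, and confirmed as a hit on visual image review, cut at about 43% in these data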;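 also: 0% = TNF-stimulated DMSO wells and 100% = unstimulated control wells; not every result past the cut was called active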
GALR2 blocker – antagonists of human galanin receptor 2 (GALR2). O43603. actives 0.39% (n = 140,000). GALR2-expressing cells, antagonist mode. inhibition, % at 4 µM; in the data active = inhibition above about 27%;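 also: cells stimulated with galanin 1-16 at roughly its EC80; 0% = agonist challenge control and 100% = basal control without agonist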
Target sequence (O43603 whole entry, looked up): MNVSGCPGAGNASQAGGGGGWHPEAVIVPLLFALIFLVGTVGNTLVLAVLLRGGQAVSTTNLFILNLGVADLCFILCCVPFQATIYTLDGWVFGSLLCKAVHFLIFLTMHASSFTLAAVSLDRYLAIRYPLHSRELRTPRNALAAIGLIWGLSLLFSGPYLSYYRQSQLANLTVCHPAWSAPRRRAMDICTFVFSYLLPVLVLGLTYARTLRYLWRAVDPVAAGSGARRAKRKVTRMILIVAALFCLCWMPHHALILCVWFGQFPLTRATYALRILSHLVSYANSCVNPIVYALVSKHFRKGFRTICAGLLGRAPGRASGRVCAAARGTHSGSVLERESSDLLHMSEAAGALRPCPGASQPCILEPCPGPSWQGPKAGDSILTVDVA
PTEN del growth – growth suppressors of cells with PTEN tumor suppressor deletion. viability, % at 10 µM. actives 1.2% (n = 140,000). HCT116 PTEN-null viability, CellTiter-Glo, 60 h; stronger effect = lower value;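 active = viability at or below a set limit, 4 SD under the median of all tested compounds, cut at about 3.7% in these data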;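 also: PTEN knockout HCT116 line with beta catenin targeted HCT116 as companion control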
MRP1 act – activates MRP-1 | H69AR cells + doxorubicin, viability rescue, CellTiter-Glo | viability increase, % at 10 µM | actives 0.61% (n = 140,000) | AID 799;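 active = viability gain under doxorubicin at or above a set limit, the compound median plus 3 SD, cut at about 4.7% in these data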;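 also: MRP-1 overexpressing cells given doxorubicin 25 µM after compound pretreatment; 18-22 h compound pretreatment then 72 h with doxorubicin before readout; 0% = doxorubicin-only wells and 100% = vehicle-treated cells without doxorubicin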
bCat KO growth – beta-catenin-lacking colon tumor cell growth suppression; HCT116 beta-catenin knockout viability, CellTiter-Glo, 60 h; stronger effect = lower value; AID 818; viability, % at 10 µM; actives 1.5% (n = 140,000);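 active = viability at or under a set limit, the compound median less 4 SD, cut at about 6% in these data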;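 also: 0% = Hyamine 1622 control at 20 µM and 100% = untreated cell control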
NPY Y2 blocker – NPY-Y2 (human) receptor antagonism. P49146. NPY-Y2 expressing cells, antagonist mode. inhibition, % at 2.7 µM. actives 0.99% (n = 140,000). AID 793; in the data active = inhibition above about 17%;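 also: 0% = vehicle with agonist challenge and 100% = reference antagonist with challenge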
Target sequence (P49146 whole entry, looked up): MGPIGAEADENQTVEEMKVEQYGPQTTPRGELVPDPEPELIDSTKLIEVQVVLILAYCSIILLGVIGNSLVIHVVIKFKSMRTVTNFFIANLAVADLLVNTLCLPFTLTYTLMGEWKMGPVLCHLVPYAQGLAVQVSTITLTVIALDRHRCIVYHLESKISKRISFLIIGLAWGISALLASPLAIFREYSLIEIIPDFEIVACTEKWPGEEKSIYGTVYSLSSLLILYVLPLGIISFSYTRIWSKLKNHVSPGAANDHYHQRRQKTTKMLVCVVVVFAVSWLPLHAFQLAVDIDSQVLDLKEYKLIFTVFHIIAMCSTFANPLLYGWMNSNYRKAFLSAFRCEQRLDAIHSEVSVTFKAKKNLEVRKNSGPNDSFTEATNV
Yeast growth inh – reduces growth of yeast BB579 in restrictive medium; S. cerevisiae BB579 growth, OD615, 48 h; inhibition, % at 10 µM; actives 0.51% (n = 140,000); AID 804;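 active = inhibition above a set limit, 3 SD over the mean compound inhibition, cut at about 44% in these data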; also: inactives centre near -24
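Test system: DeaD yeast strain BB579 / Buffer or medium: restrictive glucose-based CSMM-D medium / Doses: single 10 µM dose / Schedule: 4 h cell preincubation, 48 h compound exposure, 30 °C humidified / Technique: culture absorbance at 615 nm / Controls: amphotericin B positive control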
Yeast life ext – extends the lifespan of yeast; S. cerevisiae growth with nicotinamide, OD615; deaD strain in restrictive glucose medium; inhibition of the nicotinamide effect, % at 10 µM; actives 0.68% (n = 130,000); AID 775;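 active = inhibition above a set limit, placed 3 SD over the median of all compounds, cut at about 26% in these data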;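 also: 0% = nicotinamide-treated wells and 100% = cells grown without nicotinamide; some compounds called inactive have numbers as strong as hits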
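Assay system: engineered S. cerevisiae DeaD replicative-lifespan strain, galactose-grown log-phase cells; medium: restrictive CSMM-D dextrose medium; also added: nicotinamide, 1.5 mM, co-present with compound; schedule: 48 h compound exposure at 30 °C, humidified; detection: absorbance at 615 nm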
Measles CPE – protection of cells from measles virus. Measles virus-infected cells, CPE protection, absorbance. protection (pct of control), % at 4 µM. actives 1.5% (n = 140,000); in the data active = protection mostly above about 24%, no sharp cut-off; inactive = mostly below about 26%; also: some compounds called inactive have numbers as strong as hits
* hit, by the source's call; / = not tested or not shown; [ ] = another dose, or the depositor's remark.

compound	bCat KO growth	Yeast life ext	Measles CPE	PTEN del growth	NPY Y2 blocker	GALR2 blocker	Yeast growth inh	E-sel TNF inh	Phagocyt inh	MRP1 act
CCC(=O)NCCSc1c[nH]c2ccccc12	96	-6	3	86	-2	-3	-22	3	0	-4.0
CCCN(CCO)Cc1cccc(Oc2ccccc2)c1	70	-21	3	72	2	-5	-34	-20	10	-4.3
CCCCCCn1c2c(c(=N)c3c1CCC3)CCC2	5.2*	4	14	6	3	-3	-36	17	-1	-1.4
Cc1ccccc1Nc1nc(N)nc(COC(=O)C(NC(=O)c2ccco2)C(C)C)n1 (stereo not given)	83	-11	4	83	2	-3	-27	/	0	-3.2
CCSc1nc(C2CC2)cc(-c2cccs2)c1C#N	62	-12	5	61	3	-10	-14	3	-1	-0.9
N#C/C=C(/N)c1ccc(Br)cc1	111	-11	9	98	1	3	-39	38	0	-0.8
CCOC(=O)c1ccc(NS(=O)(=O)c2cnc[nH]2)cc1	97	1	27	105	1	8	-12	-86	-4	-1.5
O=C(CCC(=O)N(CC(=O)NC1CCCC1)Cc1ccc2c(c1)OCO2)Nc1ccccn1	100	-1	7	96	4	-17	-57	0	1	-1.4
Cc1cc(C)c2cc(C(c3nnnn3CC3CCCO3)N3CCN4CCCC4C3)c(=O)[nH]c2c1 (stereo not given)	91	-7	8	98	5	-4	-72	-14	0	-1.5
CC(=O)CCN1CCOCC1	103	-10	94*	/	1	0	19	23	1	1.9
COc1ccc(-n2c(C)cc(C(=O)COC(=O)c3cc(NC(=O)c4cccs4)c(OC)c(OC)c3)c2C)cc1	83	-3	7	87	1	7	-23	3	-6	1.9
COc1ccc(-c2nnc(NC(=O)CSc3ccc(C)cc3)s2)cc1OC	101	-2	18	102	0	5	-6	/	/	-0.3
CCOc1ccc(C2CC(=O)NC3=C2C(=O)CCC3)cc1 (stereo not given)	97	5	19	103	1	-2	-33	-13	-1	0.4
COc1ccc(-n2c(SCC(=O)Nc3nccs3)nc3sc4c(c3c2=O)CCN(C)C4)cc1	94	-5	10	91	3	-4	-19	/	-4	-0.3
CCC(=O)Nc1ccc(C(=O)CSc2nc3ccccc3cc2CC)cc1	101	-7	21	94	-1	4	-10	12	-1	-1.4
Cc1ccsc1C1C(C(=O)O)c2ccccc2C(=O)N1C (stereo not given)	87	-4	16	96	1	7	-21	/	0	-3.1
CCc1c(C(=O)Nc2nnc(C3CC3)s2)csc1C	93	-2	2	102	1	8	-64	3	-2	0.5
COc1cccc(-c2nc(CS(=O)(=O)CC(=O)NCc3ccccc3)c(C)o2)c1	80	-8	21	89	13	-1	-24	-24	0	-1.5
CCN(CC)c1c([N+](=O)[O-])c(=O)sc2ccccc12	85	4	20	88	7	-5	-6	/	-10	-1.4
O=C1CCCC2=C1C(c1ccco1)Nc1ccc3ccccc3c12 (stereo not given)	65	-27	7	70	-2	2	-7	-77	4	-1.9
N#CC1=C(N)Oc2cc(O)ccc2C1c1ccncc1 (stereo not given)	94	-5	8	82	1	-4	-3	/	0	-2.2
Cc1ccccc1CN1CCN(Cc2ccccc2C(F)(F)F)CC1	85	-8	2	84	4	-13	-18	18	0	-3.0
O=C(Cn1nnc(-c2ccccc2)n1)Nc1ccc2c(c1)OCO2	92	-28	7	90	14	0	-32	14	-2	-4.8
O=c1[nH]c2cc3c(cc2cc1CN(CCc1ccccc1)Cc1nnnn1C1CCCC1)OCCO3	74	-22	17	83	2	13	-5	/	0	-3.5
Cc1cc(C)nc(N2CCCC(C(=O)NCCC3=CCCCC3)C2)n1 (stereo not given)	103	-3	2	91	-2	2	-45	8	0	-1.3
CCCCSc1nc(C)c(C(C)=O)cc1C#N	106	-16	2	105	2	-11	50*	/	-1	-0.5
Cc1onc(-c2c(F)cccc2Cl)c1C(=O)NCC1COc2ccccc2O1 (stereo not given)	71	-3	5	67	3	3	-34	9	16*[artifact]	-0.4
COc1ccccc1-c1nnc(NC(=O)C(C)SC2=NCCS2)s1 (stereo not given)	66	-10	6	72	7	7	-10	7	0	-3.8
CCC(=O)NC(C)C(c1cccs1)N1CCN(Cc2ccccc2)CC1 (stereo not given)	92	-1	0	101	3	2	-21	/	0	-2.4
COc1ccc(-c2nnc(COc3ccc4ccccc4c3)o2)cc1OC	107	-7	2	93	17	-6	-18	7	/	-0.3
CCc1c(O)nc(SCC(=O)Nc2ccccc2C)[nH]c1=O	105	-10	-2	91	0	-8	-29	8	-2	-3.5
COc1cc(S(=O)(=O)N2CCOCC2)ccc1NC(=O)CSc1nnc(N)s1	98	-11	22	101	0	-13	-56	-4	-1	-0.8
O=C(CCCCCCN1C(=O)c2ccccc2C1=O)NC1CCCCC1	81	/	8	93	3	-5	-16	-7	/	-2.7
CCCCNC(=O)NS(=O)(=O)c1ccc(NS(=O)(=O)c2ccccc2)cc1	101	-10	6	108	1	0	-10	/	0	0.6
Cc1cc(CC(C)C)n(-c2nc3ccccc3c(=O)n2OCc2ccccc2)n1	64	10	2	73	10	4	-41	/	/	-1.6
COc1ccc(C)cc1S(=O)(=O)N1CCC(C(=O)N2CCOCC2)CC1	105	-12	3	100	1	5	-3	12	0	-0.2
CC(C)(C)n1nnnc1C(c1cccc(C(F)(F)F)c1)N1CCOCC1 (stereo not given)	83	0	27*	93	4	2	-13	29	0	-1.8
CC1CC(C)CN(CCCNC(=O)Cc2c(C(=O)O)[nH]c3ccccc23)C1 (stereo not given)	92	15	10	104	2	-3	7	/	3	0.1
CCOc1ccccc1N1CCN(Cc2ccc(Br)s2)CC1	100	-11	2	92	3	-3	24	/	0	1.8
CCCN(CCC)c1nc(Cl)nc(NCc2ccco2)n1	79	-5	8	86	4	-5	-40	23	-1	-1.1
CCOC(=O)CCC(NC(=O)CCCCCCCC(=O)NC(CCC(=O)OCC)C(=O)OCC)C(=O)OCC (stereo not given)	90	4	16	95	1	-2	1	/	-11	-1.0
O=C(O)CCNS(=O)(=O)c1ccc(Oc2ccccc2)cc1	100	4	17	107	1	-2	3	-12	-3	-0.1
CN(C)S(=O)(=O)c1cccc(NC(=O)CN2C(=O)C3C4C=CC(C4)C3C2=O)c1 (stereo not given)	99	2	9	102	3	-1	-27	-10	-1	-0.8
N#Cc1cn(CC(=O)O)c2ccccc12	101	-15	4	97	0	14	28	2	2	-1.7
COc1ccc(NC(=O)CCCCn2c(=O)[nH]c3ccccc3c2=O)cc1	102	-15	10	114	-1	-5	-14	-29	1	-2.3
Cc1ccc(CCNS(=O)(=O)c2cnc[nH]2)cc1	87	-4	15	101	0	-1	-35	-17	-1	0.5
CCC(C)n1cnc2c(=O)oc3ccccc3c21 (stereo not given)	106	-3	20	114	4	-7	-62	-16	0	0.9
O=C(O)COc1ccccc1Cc1ccccc1	103	-8	16	104	0	1	9	/	0	-1.2
O=C(NNC(=S)Nc1ccccc1)c1ccncc1	108	-13	10	95	1	6	-36	-8	0	-2.7
Nc1c(S(=O)(=O)c2ccccc2)c2nc3ccccc3nc2n1CCN1CCOCC1	102	-4	5	93	2	3	-18	-12	-1	-1.8
O=C(COC(=O)Cc1ccccc1F)Nc1cc(S(=O)(=O)N2CCOCC2)ccc1N1CCCC1	94	0	23	93	0	4	-5	-16	-9	-1.0
Cc1nc(NCc2ccco2)nc2c1C(=O)CC(C)C2 (stereo not given)	110	-7	1	96	3	-1	0	-18	0	-0.1
COc1ccc2oc(C(=O)c3ccccc3)c(N)c2c1	86	-17	10	73	-1	-2	-41	17	/	-3.5
CC(=O)c1c(C)[nH]c(C(=O)OCC(=O)N2c3ccccc3NC(=O)C2(C)C)c1C	90	-2	3	96	0	13	1	/	-2	-1.0
CCNc1nc(NCC)nc(C(=O)OCCO)n1	95	-9	12	99	5	-6	-5	2	/	0.8
Cn1cccc1-c1nc2ccc(NC(=O)c3ccco3)cc2[nH]1	110	-14	4	94	2	-6	-6	10	/	-1.7

The listing continues:
compound	bCat KO growth	Yeast life ext	Measles CPE	PTEN del growth	NPY Y2 blocker	GALR2 blocker	Yeast growth inh	E-sel TNF inh	Phagocyt inh	MRP1 act
COCCNC(=O)[C@H]1C[C@@H]1[C@H](NP(=O)(c1ccccc1)c1ccccc1)c1ccccc1	90	4	6	95	-1	4	-22	-21	/	-1.3
CNc1oc(C)nc1S(=O)(=O)c1ccc(C)cc1	108	-19	16	92	1	-3	11	10	/	-0.3
O=C1c2ccccc2C(Nc2ccc(S(=O)(=O)N3CCCCCC3)cc2)N1Cc1ccco1 (stereo not given)	75	-6	5	77	2	-2	-24	66*	0	-3.7
Cc1cc(NC(=O)c2ccccc2Oc2ccccc2)no1	84	-9	6	88	5	11	-7	-7	1	0.2
COCCN1Cc2cccc(C(=O)NCc3ccc4c(c3)OCO4)c2C1=O	90	2	18	106	-3	3	-21	-7	-3	-1.8
COc1ccccc1OCCC(=O)OCC(=O)NCc1ccccc1	98	-5	13	98	2	-7	9	46	-9	-1.0
Cn1c(=O)cc(NCc2ccccc2)[nH]c1=O	105	-5	3	96	5	10	-7	-7	0	-1.2
CN(c1cc(=O)n2ccccc2n1)C1CCCCC1	90	-14	4	93	-1	3	-4	/	1	0.1
CCn1cc(/C=C/C(=O)Nc2ccn(Cc3c(F)c(F)cc(F)c3F)n2)cn1	97	0	10	103	2	7	-9	6	-3	-4.3
Cc1ccccc1/C(N)=N/OC(=O)c1cccs1	98	-8	12	102	3	14	-10	/	-9	-4.0
CO/N=C(/CNC(=O)c1ccc(F)cc1)c1ccc(Cl)cc1	91	-22	0	94	4	-8	-5	21	/	-1.8
CCCNC(=O)c1ccc(CNc2c(N3CCC(C(=O)OCC)CC3)c(=O)c2=O)cc1	97	-4	6	91	2	1	-31	-22	-1	-0.3
Cc1ccc2c(CC(=O)Nc3sccc3C(N)=O)coc2c1	66	-12	22	64	0	-6	-51	/	5	-0.1
Cc1nc([N+](=O)[O-])cn1CC(=O)NCCCO	93	0	9	123	-3	-5	2	/	-4	-1.4
O=S(=O)(c1ccccc1)N1CCC(n2nnc3cc(F)ccc32)CC1	105	-2	7	89	3	-13	-35	2	-3	-2.9
CC(=O)Nc1ccc(CN2CCN(c3cccc(C(F)(F)F)c3)CC2)cc1	88	-1	3	88	-1	-5	-21	/	-1	-2.5
COc1ccccc1-c1cc(-c2ccc(C)cc2)nc(SCc2nnc(-c3ccccc3)o2)c1C#N	84	2	4	90	3	5	-18	-6	0	2.9

Compound activity: PubChem, several laboratories

Hits appear at their usual frequency. Share with any hit: about 6.1%.
